TEAD-YAP inh – TEAD-YAP interaction inhibition; actives 1.4% (n = 640,000); HEK-TIYL cells, TEAD-Gal4/YAP UAS-luciferase luminescence; inhibition, % at 9.12 µM; in the data active = inhibition above about 32%;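 note: 0% = median of test compound wells and 100% = reference inhibitor wells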
FBW7 act – activators of human E3 ligase FBW7; AlphaScreen FBW7–phospho-cyclin E peptide binding, activator screen; normalized activity (activation), % at 26.1 µM; actives 0.13% (n = 650,000); Q969H0; in the data active = normalized activity above about 1.9%;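 note: purified mutant Fbw7 with reduced substrate affinity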
GPR151 ag – activators of human GPR151. PathHunter beta-arrestin GPR151 cells, luminescence. activation, % at 11.2 µM. actives 1% (n = 650,000). AID 1508602; in the data active = activation above about 4.9%;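 note: 0% = median of compound wells and 100% = cells with positive control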
Target sequence (Q8TDV0 whole entry, looked up): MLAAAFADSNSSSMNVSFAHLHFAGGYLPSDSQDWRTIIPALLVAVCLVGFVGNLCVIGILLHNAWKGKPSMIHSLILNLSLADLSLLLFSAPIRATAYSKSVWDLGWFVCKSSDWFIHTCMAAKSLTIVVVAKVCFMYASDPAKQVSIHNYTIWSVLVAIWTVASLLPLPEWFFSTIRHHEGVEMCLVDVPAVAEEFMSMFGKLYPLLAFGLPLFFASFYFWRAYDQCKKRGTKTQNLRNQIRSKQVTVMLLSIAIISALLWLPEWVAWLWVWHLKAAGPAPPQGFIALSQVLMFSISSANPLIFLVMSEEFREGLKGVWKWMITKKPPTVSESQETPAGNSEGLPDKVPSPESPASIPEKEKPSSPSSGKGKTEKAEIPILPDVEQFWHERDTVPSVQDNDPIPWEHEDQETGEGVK
MITF inh – human MITF inhibition, primary screen; actives 0.91% (n = 650,000); AlphaScreen MITF homodimerization, bead proximity signal; inhibition, % at 2.6 µM; in the data active = inhibition above about 50%;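 note: 0% = vehicle wells with protein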
Target sequence (O75030 whole entry, looked up): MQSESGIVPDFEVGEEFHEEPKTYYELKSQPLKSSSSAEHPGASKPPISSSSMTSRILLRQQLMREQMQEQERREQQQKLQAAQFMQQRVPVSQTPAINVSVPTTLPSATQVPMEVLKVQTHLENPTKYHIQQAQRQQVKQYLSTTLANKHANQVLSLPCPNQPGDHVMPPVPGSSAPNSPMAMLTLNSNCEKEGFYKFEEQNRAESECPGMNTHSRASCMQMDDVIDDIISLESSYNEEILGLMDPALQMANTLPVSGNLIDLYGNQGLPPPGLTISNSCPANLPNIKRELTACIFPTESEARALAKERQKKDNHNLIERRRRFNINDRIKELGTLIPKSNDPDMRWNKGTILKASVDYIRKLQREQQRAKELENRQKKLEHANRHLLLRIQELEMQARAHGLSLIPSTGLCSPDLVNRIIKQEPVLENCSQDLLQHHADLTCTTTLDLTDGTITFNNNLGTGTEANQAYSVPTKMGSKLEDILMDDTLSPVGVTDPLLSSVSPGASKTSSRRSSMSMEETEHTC
* marks the source's active call; other numbers are inactive results; & = joins results of further samples.

compound	TEAD-YAP inh	FBW7 act	GPR151 ag	MITF inh
Cc1ccc(CNC(=O)CCc2nnc(-c3ccc4c(c3)OCO4)o2)c(F)c1F	-6	0.2	0.1	6
CCOC(=O)C1=C(C)NC2=C(C(=O)CC(c3ccccc3)C2)C1c1cccc([N+](=O)[O-])c1 (configuration not stated)	10	-0.2	2.0	-6
CC(C)(C)C(=O)CNC(=O)c1cccs1	5	-0.1	1.2	2
Cc1ccc(NC(=O)C2CCCN2C(=O)OC(C)(C)C)cc1C (configuration not stated)	1	0.0	-1.1	2
COc1ccc(OC)c(C(=O)c2oc3ccc(Br)cc3c2NC(C)=O)c1	1	0.3	0.5	13
CCOc1cc(Br)cc(C2Oc3nc(SCC)nnc3-c3ccccc3N2C(C)=O)c1OC(C)=O (configuration not stated)	-8	-0.1	-1.0	5
Nc1nc2ccccc2n1CCOc1cccc(Cl)c1	-5	-0.1	0.0	2
Cc1ccc(N=C2NC(=O)S/C2=C\c2ccccc2Cl)cc1	-2	0.0	1.1	14
Cc1sc(CO)c(Sc2ccccc2)c1C(=O)O	7	0.2	1.9	4
COC(=O)c1ccc(NCCC(=O)N2CCc3ccccc32)c([N+](=O)[O-])c1	-4	0.1	-0.6	-1
CN1CCN(c2nc3ccc(OC(=O)c4cccc(F)c4)cc3s2)CC1	-35	-0.1	-1.3	4
O=C(Nc1cc(Cl)cc(Cl)c1)C1C2C=CC3(O2)C1C(=O)N(CCN1CCCCCC1)C3C(=O)NC1CCCCC1 (configuration not stated)	-2	-0.1	1.0	-12

Laid out differently: entries from further up.
compound: CC(C)(C)C(=O)CNC(=O)c1cccs1
  TEAD-YAP inh = 5; FBW7 act = -0.1; GPR151 ag = 1.2; MITF inh = 2

compound: Cc1ccc(NC(=O)C2CCCN2C(=O)OC(C)(C)C)cc1C (configuration not stated)
  TEAD-YAP inh = 1; FBW7 act = 0.0; GPR151 ag = -1.1; MITF inh = 2

compound: COc1ccc(OC)c(C(=O)c2oc3ccc(Br)cc3c2NC(C)=O)c1
  TEAD-YAP inh = 1; FBW7 act = 0.3; GPR151 ag = 0.5; MITF inh = 13

compound: CCOc1cc(Br)cc(C2Oc3nc(SCC)nnc3-c3ccccc3N2C(C)=O)c1OC(C)=O (configuration not stated)
  TEAD-YAP inh = -8; FBW7 act = -0.1; GPR151 ag = -1.0; MITF inh = 5

Next part
compound	TEAD-YAP inh	FBW7 act	GPR151 ag	MITF inh
CCC(C)NC(=O)Nc1cccc(Cl)c1C (configuration not stated)	-5	0.0	1.3	-24
O=C(Nc1cccc(Cl)c1)N1CCC(CN2CCOCC2)CC1	5	-0.1	0.5	6
Cc1cc(Nc2ccc(Oc3ccccc3)cc2)nc(N2CCOCC2)n1	6	0.1	-1.1	-4
COc1cccc(N2CCN(CC(=O)Nc3sc(C)c(C)c3C#N)CC2)c1	-14	-0.1	-0.2	7
Cc1ccc(-c2ccc(S(=O)(=O)N3CC(C)OC(C)C3)cc2)cc1 (configuration not stated)	4	0.0	2.5	6
COc1cccc(C2CC(c3ccc(Br)cc3)=NN2C(=O)CSc2nnc(CNC(=O)c3cccc(F)c3)n2C)c1OC (configuration not stated)	19	-0.1	0.5	-3
Cc1c(NC2=CC(=O)C(=O)c3ccccc32)c(=O)n(-c2ccccc2)n1C	4	-0.1	-0.2	1
CCCC(c1nnnn1C1CCCC1)N1CCN(Cc2ccccc2OC)CC1 (configuration not stated)	-2	-0.1	-0.2	0
Cc1cc(=O)[nH]c(NNC(=S)Nc2ccc(S(=O)(=O)N3CCOCC3)cc2)n1	-3	-0.1	0.8	6
FC(F)(F)c1cccc(N=c2scc(-c3ccc(Br)cc3)n2Cc2ccc(Cl)cc2)c1	-1	-0.1	-0.6	-3
CC1=C(C(=O)OCCc2ccccc2)C(c2ccc(C)s2)NC(=O)N1 (configuration not stated)	2	-0.1	5.1*	-7
CCCc1cc2c(=O)c(-c3nc(C)cs3)coc2cc1OC	-3	0.0	-1.6	0

Some entries already given, showing only MITF inh and FBW7 act:
| SMILES | MITF inh | FBW7 act |
| --- | --- | --- |
| O=C(Nc1cccc(Cl)c1)N1CCC(CN2CCOCC2)CC1 | 6 | -0.1 |
| Cc1cc(Nc2ccc(Oc3ccccc3)cc2)nc(N2CCOCC2)n1 | -4 | 0.1 |

The list continues:
compound	TEAD-YAP inh	FBW7 act	GPR151 ag	MITF inh
COC(=O)c1ccc(Nc2c(C)c(C)nc3ncnn23)cc1	4	-0.1	-0.9	-5
Cc1ccc(C)c(OCC(=O)Nc2nnc(C(C)C)s2)c1C	1	-0.1	-0.4	10
Cc1ccc2c(COC(=O)CN3C(=O)CNC3=O)cc(=O)oc2c1	-3	-0.1	1.9	7
CCCNC(=O)c1c(NC(=O)c2cccc(C)c2)sc2c1CCCC2	-6	0.9	-2.0	17
O=C(NCc1ccco1)c1ccc(N2CC3CC(C2)c2cccc(=O)n2C3)c(NC(=O)c2cccnc2)c1 (configuration not stated)	2	-0.1	-0.6	-6
O=c1c2ccc([N+](=O)[O-])cc2ncn1Cc1ccccc1	5	-0.2	1.8	-1
CCOc1ccc(/C(O)=C2/C(=O)C(=O)N(CCCO)C2c2cccc(Cl)c2)cc1 (configuration not stated)	4	0.0	0.4	-1
COc1ccc(CNS(=O)(=O)c2ccc(S(=O)(=O)N(C)C)cc2)cc1OC	2	-0.1	-0.5	-7
CCCOC(=O)c1ccc(NC(=O)C(CC(C)C)N2C(=O)c3ccccc3C2=O)cc1 (configuration not stated)	7	-0.1	-0.5	12
COc1cc(-c2nc3ccccc3c(=O)n2NC(=O)c2ccc([N+](=O)[O-])cc2Cl)cc(OC)c1OC	-5	0.1	-0.4	4
O=C(Cc1ccc(-c2ccccc2)cc1)N1CCCC(c2nc(-c3ccncc3)n[nH]2)C1 (configuration not stated)	7	-0.2	-1.0	5
CCOC(=O)c1c(NC(=O)CSc2nnc(CNC(=O)c3cccc(F)c3)n2C)sc2c1CCC2	1	0.3	0.0	5
COc1cccc(-n2c(=S)sc3c(=O)n(-c4ccccc4)c(SCC(=O)C(C)(C)C)nc32)c1	-4	-0.2	2.7	0
CSc1nc(N)c(C#N)c(C(C)C)c1C#N	-7	-0.2	-0.7	-5
Cc1nc2cc(-c3cccc(F)c3)nn2c(N2CCN(C)CC2)c1C	-24	0.1	-0.4	5
O=C(Nc1nc2ccc([N+](=O)[O-])cc2s1)c1cccnc1	4	0.2	-0.4	2
CN1CCN(C(=O)c2ccc(-c3cc(NCCOc4ccccc4)ncn3)cc2)CC1	-8	0.0	4.8	2
C[C@H]1NC(=O)[C@H]2CN(C(=O)NC3CCCCC3)CCN2C1=O	-3	-0.3	-0.5	75*
O=C(Nc1c(Cl)ncnc1Cl)c1ccc(Cl)cc1Cl	9	0.0	-0.4	6
COC(=O)c1ccc(NC(=O)CNS(=O)(=O)c2ccc(OC)c(OC)c2)cc1	2	0.0	3.4	-2
CCC(C)c1ccc(N2C(=O)c3ccccc3NC2c2ccc(OCc3ccccc3)cc2)cc1 (configuration not stated)	-46	0.5	1.0	8
COc1ccc(N(CC(=O)N(C)C)S(=O)(=O)c2ccccc2)c(OC)c1	6	0.0	-1.5	13
COc1ccc(C2NC(=O)NC(C)=C2C(=O)Nc2cccc(Cl)c2)cc1 (configuration not stated)	5	-0.1	-1.6	2
NS(=O)(=O)c1ccc(NC(=O)CSc2nnc(-c3ccccc3)c(-c3ccccc3)n2)cc1	1	0.2	0.5	18
Cc1nn(-c2ccccc2)c(-n2c(C)ccc2C)c1C(=O)O	2	0.5	0.1	6
NC1=NS(=O)(=O)NC1c1ccc(Br)cc1 (configuration not stated)	4	0.1	0.5	13
CCN(CC)C(=O)C1CCCN(c2nc(NCCN(C(C)C)C(C)C)c3ncn(C4CCCCC4)c3n2)C1 (configuration not stated)	5	-0.1	0.7	-1
COC(=O)CSC1=C(C#N)C(c2ccccc2[N+](=O)[O-])CC(=O)N1 (configuration not stated)	-9	0.2	0.1	-11
CCOC(=O)c1ccccc1NC(=O)Cn1cnc2c1c(=O)n(C)c(=O)n2C	4	-0.1	1.8	-11
CCCN1CCC(NC(=S)Nc2ccc3c(c2)OCO3)CC1	2	-0.1	1.1	-2
CCN(c1ccc([N+](=O)[O-])cc1)c1nc(C)cc(C)n1	7	0.3	-1.3	14
O=C(CCN=C1NS(=O)(=O)c2ccccc21)OCc1nc2ccccc2s1	-20	0.1	-0.1	11
CC1CC(C)CN(C(=O)C2CCC(CNS(=O)(=O)c3ccccc3)CC2)C1 (configuration not stated)	7	0.1	0.5	-9
Cc1ccc(C(=O)OCC(=O)NC2CCCCC2C)cc1 (configuration not stated)	2	0.0	-2.2	2
COC(=O)/C(C#N)=C/c1c(OC)ccc2ccccc12	5	0.0	-0.2	5
Cn1c(=O)c2c(SCC(=O)NCC3CCCO3)nc(-c3ccccc3)nc2n(C)c1=O (configuration not stated)	5	0.2	0.5	15
Cc1ncn(-c2ccc(Nc3ncc4cccc(-n5ccnc5)c4n3)cc2)n1	38*	5.7*	0.1	5
O=C(CNC1CCCCCC1)Nc1ccc(N2CCCC2)cc1	3	-0.1	0.2	12
O=C(Cc1ccccc1)Oc1ccc(N2C(=O)C3C4CCC(C4)C3C2=O)cc1 (configuration not stated)	5	0.2	-0.5	11
CC(=O)Nc1cc(-c2ccccc2)nn1Cc1ccc(Cl)cc1	0	0.0	1.0	1
CCCCn1cnc2sc3c(c2c1=N)CCCC3	-15	0.7	-0.9	10
COc1ccc(/C=C2\N=C(c3ccc(C(C)(C)C)cc3)OC2=O)cc1OC(C)=O	-15	-0.1	-0.6	-5
CCCCc1ccc(C2=N/C(=C\c3sccc3C)C(=O)O2)cc1	8	0.0	0.4	-1
O=C(O)CCCC(=O)N1CCC2(CC1)OCCc1c2[nH]c2ccccc12	-12	-0.5	1.1	1
CCCCN(CC)C(=O)c1sc2ncn(CC(=O)N3CC(C)CC(C)C3)c(=O)c2c1C (configuration not stated)	-10	-0.1	-0.2	-7
O=C1CSC(c2ccccc2)N1c1ccccc1F (configuration not stated)	5	0.1	1.5	17
CCOC(=O)N1CCC(=NNc2ncc(C(F)(F)F)cc2Cl)CC1	-8	-0.3	-1.4	5
Cc1ccc2nc(N3CCN(c4ccccc4)CC3)nc(-c3ccccc3)c2c1	5	0.1	0.6	7
COc1ccc(C2c3c(n[nH]c3C)C(=O)N2c2ccc(Br)cc2)c(OC)c1 (configuration not stated)	-1	0.9	0.5	8
CCOC(=O)c1sc(NC(=O)CSc2nnc(CNC(=O)c3ccccc3F)n2-c2ccc(OCC)cc2)c(C(=O)OCC)c1C	5	-0.1	-0.7	2
O=C(NCCc1ccccc1)c1ccc2c(c1)ncn2-c1ccc(F)cc1F	-8	0.0	2.4	-2
C/C(=N/NC(=O)c1cc([N+](=O)[O-])cc([N+](=O)[O-])c1)c1ccc(F)cc1	-6	-0.1	0.5	-10
COc1ccc(Br)cc1/C=N/N=C1/NC(=O)CS1	-13	0.4	0.6	19
Cc1ccc(C)c(C(=O)CSc2nc(C)cc(=O)[nH]2)c1	3	-0.4	0.7	-4
COc1ccc(C(=O)NNC(=O)Cc2ccc(Cl)cc2)c(OC)c1	3	0.3	0.2	16
O=C(/C=C/c1ccc(-c2ccccc2)o1)c1ccco1	-68	0.1	-1.7	8
CC1(C)CC(=O)C=C(NCc2ccc(S(N)(=O)=O)cc2)C1	-4	-0.3	-0.9	-3
COc1ccc(C(=O)c2oc3cc(NC(=O)c4ccncc4)ccc3c2C)cc1	-6	0.0	-0.9	10
O=C(N/N=C/c1cccnc1)c1ccccc1OCc1ccccc1	-1	-0.1	0.4	-2
O=C1c2ccccc2C(=O)N1CC1c2ccccc2CCN1S(=O)(=O)c1ccc(Cl)cc1 (configuration not stated)	20	-0.1	1.0	3

(next part)
compound	TEAD-YAP inh	FBW7 act	GPR151 ag	MITF inh
COCCCNc1ncnc2c1c(-c1ccccc1)cn2-c1ccccc1	-11	0.1	1.6	-15
O=c1/c(=C\c2ccccc2)sc2nc(-c3ccncc3)nn12	-11	0.1	1.3	6
COc1c2c(nc3ccccc13)OC(C(C)(O)CO)C2 (configuration not stated)	10&0	0.0&0.1	0.6&-0.9	11&16
CCOC(=O)C(CC)n1nc(C)n2c(cc3occc32)c1=O (configuration not stated)	2	0.2	-1.1	6

Bioassay records from PubChem BioAssay.
